PfHsp40 rescue = compounds rescuing yeast from Plasmodium falciparum HSP40 toxicity. S. cerevisiae expressing PfHsp40, growth rescue, ATP luminescence. growth rescue, % at 12.5 µM. actives 0.68% (n = 340,000); in the data active means growth rescue above about 28%, passing the limit was not always enough; inconclusive means no clear call, values can overlap the other calls;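 further: yeast W303a lacking pdr1 and pdr3 grown in galactose medium; growth measured after three days at 30 °C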
Anthrax LF prot = inhibitors of Bacillus anthracis lethal factor protease. P15917. multiplex microsphere protease cleavage assay, LF. inhibition, % at 10 µM. actives 0.12% (n = 360,000). AID 588501; further: plate controls were buffer without enzyme for full effect and enzyme alone for no effect
FBA Mtb inh = inhibits M. tuberculosis FBA enzyme; purified M. tuberculosis FBA, fluorescence read-out; AID 588726; actives 2.3% (n = 360,000); P9WQA3; inhibition, % at 1 µM; in the data active means inhibition above about 27%;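 further: 0% = vehicle and 100% = reference inhibitor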
Target sequence (P9WQA3 whole entry, looked up): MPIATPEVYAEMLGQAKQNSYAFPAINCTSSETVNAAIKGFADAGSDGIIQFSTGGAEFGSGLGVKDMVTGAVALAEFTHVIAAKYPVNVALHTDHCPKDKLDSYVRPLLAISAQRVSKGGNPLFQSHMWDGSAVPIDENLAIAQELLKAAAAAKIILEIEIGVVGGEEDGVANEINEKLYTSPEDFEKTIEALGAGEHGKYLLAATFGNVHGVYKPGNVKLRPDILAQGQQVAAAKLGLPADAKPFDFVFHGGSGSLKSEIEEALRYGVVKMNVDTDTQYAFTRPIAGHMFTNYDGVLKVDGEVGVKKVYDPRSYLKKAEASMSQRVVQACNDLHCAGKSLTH
BoNT F protease = BoNT F light chain protease inhibition | Multiplex microsphere protease cleavage assay, flow cytometry | inhibition, % at 10 µM | actives 0.22% (n = 360,000) | AID 588497; in the data active means inhibition above about 35%, passing the limit was not always enough; inconclusive means no clear call, values can overlap the other calls; further: plate controls were buffer without enzyme for full effect and enzyme alone for no effect
Mtb UGM inh = inhibitors of M. tuberculosis UDP-galactopyranose mutase | AID 504406 | purified UGM, fluorescence polarization probe displacement | actives 0.06% (n = 320,000) | inhibition, % at 10 µM; in the data active means inhibition above about 10%, passing the limit was not always enough; inconclusive means no clear call, values can overlap the other calls
Target sequence (P9WIQ1 whole entry, looked up): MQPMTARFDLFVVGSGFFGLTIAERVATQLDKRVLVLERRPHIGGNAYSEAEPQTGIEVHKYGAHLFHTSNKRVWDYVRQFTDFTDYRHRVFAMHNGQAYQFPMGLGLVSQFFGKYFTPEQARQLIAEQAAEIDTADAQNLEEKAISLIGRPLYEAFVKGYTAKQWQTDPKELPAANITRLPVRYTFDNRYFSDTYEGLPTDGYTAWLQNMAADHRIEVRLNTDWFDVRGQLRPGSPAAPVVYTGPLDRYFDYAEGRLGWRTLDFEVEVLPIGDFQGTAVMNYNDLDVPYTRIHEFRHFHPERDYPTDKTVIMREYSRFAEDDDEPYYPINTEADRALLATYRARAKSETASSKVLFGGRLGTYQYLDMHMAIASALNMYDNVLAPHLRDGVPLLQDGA
BioA inh = blocks M. tuberculosis BioA enzyme activity; actives 0.096% (n = 360,000); purified M. tuberculosis BioA enzyme, plate reader; inhibition, % at 9.99 µM; in the data active means inhibition above about 40%; inconclusive means no clear call, values can overlap the other calls
BoNT-A LC inh2 = blocks Botulinum neurotoxin A light chain protease. multiplex microsphere protease substrate cleavage, flow cytometry. actives 0.17% (n = 360,000). AID 588499. inhibition, % at 10 µM; further: plate controls were buffer without enzyme for full effect and enzyme alone for no effect
FadD28 binding = inhibitors of Mycobacterium tuberculosis FadD28 bisubstrate binding. inhibition, % at 12.5 µM. FadD28 bisubstrate probe binding, fluorescence polarization. actives 0.22% (n = 360,000); in the data active means inhibition above about 8.5%, passing the limit was not always enough; inconclusive means no clear call, values can overlap the other calls
GDH-TPI counter = counter-screen for M. tuberculosis FBA inhibitors: GDH-TPI coupled enzymes; GDH-TPI coupled enzyme counterscreen, NADH absorbance; inhibition, % at 4.8 µM; actives 1.2% (n = 360,000); in the data active means inhibition above about 30%;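 further: 0% = DMSO wells and 100% = wells lacking the enzyme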
Active calls of the source: *; ? = inconclusive; · = no result given. Unless noted, no stated cut-off is given here; in the data, active means inhibition above about 30%; inconclusive means no clear call, values can overlap the other calls; inactive means below that.

SMILES,PfHsp40 rescue,Anthrax LF prot,FBA Mtb inh,BoNT F protease,Mtb UGM inh,BioA inh,BoNT-A LC inh2,FadD28 binding,GDH-TPI counter
CN(C)CCN=Cc1c(O)n(-c2cccc(C(F)(F)F)c2)c(=O)[nH]c1=O,-1.0,-1,0,-12,2.1,5.8,-1.8,0.4,2
CCN(CC)S(=O)(=O)c1ccc(=O)n(CC(=O)N2CCCc3cc(C)ccc32)c1,0.2,-3,-2,-5,-0.6,0.8,-0.5,-4.0,0
COc1ccccc1NS(=O)(=O)c1cccc(C(=O)N/N=C/c2ccc3c(c2)OCCO3)c1,-0.4,1,-3,-1,1.0,·,-0.2,-1.0,16
O=C(Cn1nc(C(F)(F)F)c2c1CCCCC2)N1CCOCC1,-0.6,-3,2,2,2.1,-1.0,-1.0,-2.8,-5
O=C(/C=C/c1ccccc1)c1ccc(NC2=NCCCS2)cc1,-1.0,0,-3,-12,-0.8,4.2,0.4,-4.2,11
O=[N+]([O-])c1cccc(S(=O)(=O)/N=C(/Nc2ccccc2)c2ccccc2)c1,-1.0,2,-2,-3,-1.0,1.1,-0.4,·,-11
CC(C)(C)C(=O)CNS(=O)(=O)c1ccc(S(=O)(=O)NC2CCCC2)cc1,0.4,2,0,12,1.6,-0.8,1.6,0.0,4
O=C1Cc2cc(NS(=O)(=O)c3ccc([N+](=O)[O-])cc3)cc3c2N1CCC3,0.2,?,0,?,0.3,0.1,?,·,0
O=C(CN1CCN(Cc2ccccc2)CC1)NCc1ccccc1Cl,0.8,-1,-1,0,0.1,5.3,0.6,0.5,6
Cc1[nH]c2ccccc2c1CCCNC1CCCCC1,1.1,5,2,-17,1.0,-1.2,14,-0.9,10
CCCN1C(=O)c2ccccc2NC1c1ccc(Cl)c(Cl)c1 (stereo unspecified),3.4,6,60*,-14,0.2,1.0,-0.7,-2.3,9
COCCN(CCOC)C(=O)CSc1ccc(S(=O)(=O)N2CCN(C)CC2)cn1,0.0,-4,0,1,-0.2,-1.4,4.8,-4.9,-10
COc1ccc(/C=N/NC(=O)Cn2c(Cc3ccc(OC)c(OC)c3)nc3ccccc32)cc1OC,0.9,1,4,5,-0.1,·,0.2,-1.0,5
COc1ccc(S(=O)(=O)N/N=C(/C)c2ccc(C)o2)cc1,0.8,3,-2,?,-0.1,·,3.5,0.6,19
CCOc1ccc([C@@H]2CC=C(C(=O)O)[C@H](c3ccc(Cl)cc3)N2S(=O)(=O)c2ccc(C)cc2)cc1,8.4,-2,6,1,0.0,5.6,-0.1,-4.2,7
Cc1ccc2[nH]c(=O)cc(C(=O)OC(C)C)c2c1,-0.6,-12,6,-6,2.6,·,-0.9,-4.0,2
O=C(NCCN1C(=O)S/C(=C\c2cccs2)C1=O)c1ccco1,1.2,-3,-1,20,0.7,·,2.1,0.2,-1
CCS(=O)c1ccccc1C(=O)OCC(=O)Nc1ccc2ccccc2c1 (stereo unspecified),0.0,-8,0,-6,1.9,-2.2,-0.2,-3.6,-5
COc1ccc(NC(=O)CSc2nnc(-c3cc(C)[nH]n3)n2N)cc1,13,0,1,10,0.6,-0.9,1.1,-1.0,-6
CC(=O)Nc1ccc(SC(C)C(=O)NC(N)=O)cc1 (stereo unspecified),-0.3,?,0,?,-2.8,-6.0,?,-0.2,12
CCOC(=O)CNC(=O)CSc1nc2cccnc2n1CC,15,-5,-2,1,1.5,-0.5,-0.6,-3.4,0
O=C(NCCCN1CCCC1)c1ccc(CS(=O)(=O)c2ccc(Br)cc2)o1,0.3,-11,0,-7,-3.9,-1.2,-0.6,-2.3,11
NS(=O)(=O)c1ccc(CCNC(=O)C2CCN(S(=O)(=O)c3cccc4cccnc34)CC2)cc1,-0.8,-3,2,-4,1.9,-1.5,-1.5,-1.3,0
CN(C)c1nc(/C=C(\C#N)C(N)=O)c(Cl)n1-c1ccc(F)cc1,4.1,-8,-2,2,-2.3,5.0,1.4,-2.7,3
O=C(COC(=O)c1cc2ccccc2cc1O)Nc1ccccc1F,-0.7,0,-2,-7,4.8,-1.1,-0.2,-1.6,7
O=c1ccc(-c2ccc(S(=O)(=O)NCc3cccc(Br)c3)s2)n[nH]1,2.7,-1,3,2,-1.0,-3.9,2.7,-4.7,9
CC(=O)N1N=C(c2ccc(C)c([N+](=O)[O-])c2)OC1(C)C,0.4,-2,-1,?,-1.3,·,-5.7,-3.0,6
[O-]/[N+](=C\c1ccncc1)c1ccc(Br)cc1,0.2,-4,-2,-1,-1.4,·,0.4,-2.4,6
COc1cc(OC)cc(C(=O)Nc2cccc(C(C)=O)c2)c1,1.3,-3,5,-1,2.0,0.8,1.4,-6.6,5
O=C(CN1C(=O)NC2(CCCc3ccccc32)C1=O)NCc1ccco1 (stereo unspecified),-0.5,-1,4,-2,0.2,·,0.3,-3.1,5
CCOC(=O)c1cccc(NC(=O)C2CCCN(c3nnc(N4CCCC4=O)s3)C2)c1 (stereo unspecified),0.2,7,3,-11,-1.4,1.2,-0.6,-2.7,3
c1ccc(-c2cc3c(N4CCN(c5ccccc5)CC4)ncnc3s2)cc1,-0.5,-16,20,-29,2.1,-0.1,0.7,-0.9,0
COc1ccc(C)cc1S(=O)(=O)Nc1cc2c3c(c1)CCN3C(=O)CC2,-0.6,3,-2,4,0.5,-1.0,0.0,-3.1,-1
NNC(=O)c1ccc(Oc2cc(Cl)cc(Cl)c2)o1,-0.4,-20,2,?,-1.7,·,?,-1.7,8
CC(C)(C)NC(=O)COC(=O)c1cc(S(=O)(=O)N2CCCCC2)ccc1N1CCOCC1,0.6,·,0,·,-2.4,0.3,·,-3.9,9
N#Cc1cc(-c2ccccc2)nc(Oc2ccc(Cl)cc2)n1,-0.1,-1,1,2,1.6,·,0.2,-4.5,-4
CCC(NC(=O)c1ccccc1NC(=O)c1ccc(C)cc1)C(=O)O (stereo unspecified),0.4,-3,1,-3,1.0,·,0.1,-1.5,-3
COc1cccc(C2=NOC(C(=O)N3CCN(c4ccccc4)CC3)C2)c1OC (stereo unspecified),-0.6,-12,0,-3,0.3,-0.1,-0.1,1.3,-4
CCCCN(C)C(=S)Nc1ccc2nc3n(c(=O)c2c1)CCCCC3,-2.4,-7,6,-3,1.0,·,-1.2,-1.1,0
CC1=C(CC(=O)NCC(=O)NCC(=O)O)c2cc(F)ccc2/C1=C/c1ccc(S(C)=O)cc1 (stereo unspecified),0.6,-12,-3,-6,-1.2,-2.2,-3.1,-1.9,27
C[C@@H](C(=O)NCCc1c[nH]c2ccccc12)[C@@H]1C[C@@]1(C)[C@@H](NC(=O)OCc1ccccc1)c1ccccc1,-1.0,-9,0,0,3.0,-1.7,-0.3,-0.1,2
COc1ccccc1C(=O)Nc1ccc2c(c1)nc(CN1CCN(C(C)=O)CC1)n2C,0.8,?,1,?,1.2,0.5,-1.1,-0.8,-5
O=[N+]([O-])c1ccccc1/C=N/N1CCN(c2ccc(Cl)cc2)CC1,0.1,-6,-1,-1,-2.9,·,-1.0,0.6,4
COc1cccc(-c2cc(C(=O)NN3CCOCC3)c3ccccc3n2)c1,0.0,-2,-2,-10,-2.5,·,-1.3,-2.2,9
O=C(CN1C(=O)/C(=C\c2cccc(F)c2)Oc2ccccc21)N1CCN(c2ccccn2)CC1,0.9,-1,3,-2,2.8,-2.7,-0.3,-0.2,11
Cc1nc2cncc(Br)c2n1C,-0.3,-4,4,-16,4.7,-1.0,0.1,-2.3,2
COc1cccc(CNc2ccc(F)c([N+](=O)[O-])c2)c1O,-2.5,-1,1,-14,1.3,·,-1.6,-0.6,9
CCCNC(=O)C1(CC2CC(c3ccccc3)=NO2)CCN(C(=O)C2(C)CC2)CC1 (stereo unspecified),-0.6,3,-2,-2,-3.4,-4.3,0.0,-1.5,-2
Cc1ccnc(NC2c3ccccc3C(=O)N2Cc2ccccc2Cl)c1 (stereo unspecified),0.9,-3,-3,-6,0.1,-2.0,0.3,-4.1,4
O=C1C2C3C=CC(C2C(=O)N1C1CCCCC1)C1C2C(=O)N(C4CCCCC4)C(=O)C2C31 (stereo unspecified),0.2,-2,7,-2,-1.3,-0.9,-0.2,-1.9,-2

One compound at a time, from the list above. Screens in order: PfHsp40 rescue | Anthrax LF prot | FBA Mtb inh | BoNT F protease | Mtb UGM inh | BioA inh | BoNT-A LC inh2 | FadD28 binding | GDH-TPI counter
Listed for O=C1C2C3C=CC(C2C(=O)N1C1CCCCC1)C1C2C(=O)N(C4CCCCC4)C(=O)C2C31 (stereo unspecified) : 0.2 | -2 | 7 | -2 | -1.3 | -0.9 | -0.2 | -1.9 | -2
Listed for NNC(=O)c1ccc(Oc2cc(Cl)cc(Cl)c2)o1 : -0.4 | -20 | 2 | ? | -1.7 | · | ? | -1.7 | 8
Listed for CCC(NC(=O)c1ccccc1NC(=O)c1ccc(C)cc1)C(=O)O (stereo unspecified) : 0.4 | -3 | 1 | -3 | 1.0 | · | 0.1 | -1.5 | -3

Remaining list, next part.
SMILES,PfHsp40 rescue,Anthrax LF prot,FBA Mtb inh,BoNT F protease,Mtb UGM inh,BioA inh,BoNT-A LC inh2,FadD28 binding,GDH-TPI counter
O=C(Nc1cccc(Cl)c1)c1ccc(NC2=NC3CS(=O)(=O)CC3S2)cc1 (stereo unspecified),-2.4,8,-4,0,-0.9,0.2,0.1,-5.5,-6
COC(=O)c1ccc(N2CCN(C)CC2)c(NC(=O)c2cc3ccccc3o2)c1,-0.1,5,-2,-2,1.6,-0.1,1.2,-1.1,2
Cn1c(=O)cc(OCCCC(=O)NCCC2=CCCCC2)c2ccccc21,-0.4,-1,-1,-1,-1.5,·,0.1,-1.9,0
COc1ccc(Cl)cc1N(CC(=O)Nc1ccccc1SC)S(C)(=O)=O,1.1,2,-1,0,0.6,0.0,?,-3.9,-5
O=C(Nc1ccc2c(c1)OCCO2)c1cccs1,0.0,0,38*,-2,3.8,2.4,-0.2,-2.3,13
CC1CC(=O)N(CC(=O)Nc2ccccc2F)c2ccccc2S1(=O)=O (stereo unspecified),0.1,6,-1,5,-0.9,-1.0,0.5,-2.8,3
CCCn1c(=N)n(CC(=O)C(C)(C)C)c2ccccc21,0.2,-2,1,14,-3.3,1.5,0.5,-2.1,-12
Cn1nc(C(=O)Nc2nc3ccccc3[nH]2)ccc1=O,-0.1,3,-1,-2,1.6,·,-0.8,-2.3,12
O=[N+]([O-])c1cc(CN2CCC(O)CC2)ccc1Cl,1.1,2,11,33,0.5,·,1.6,0.1,6
Cc1ccc(S(=O)(=O)Nc2nc3c(s2)C(=O)CC(C)(C)C3)cc1,0.1,0,2,-2,1.1,·,0.0,-2.1,26
Cc1cccc(N2CCN(C(=O)c3cccc(S(=O)(=O)N4CCCCC4)c3)CC2)c1C,14,-2,-3,-2,-0.4,-1.0,0.7,-3.0,-11
Cc1cc(OCC(=O)O/N=C(\N)c2ccccc2)cc(C)c1Cl,1.6,-4,1,-9,-0.4,·,-0.7,-0.7,12
COc1ccc(-c2oc(=O)c3cc(OC)c(OC)cc3c2/C=C/c2ccc([N+](=O)[O-])cc2)cc1,-1.3,-9,3,-10,-0.2,3.1,2.9,-0.9,18
CCC(C)[C@H](NC(=O)Nc1ccc(Oc2ccccc2)cc1)C(=O)O (stereo partly specified),-0.1,-8,8,-9,0.4,·,-0.4,-3.5,-12
CC(C)c1nc2c(c(=O)c3ccccc3n2C)c(=O)n1CCc1ccccc1,·,·,3,·,0.3,4.0,·,-1.9,3
CCOC(=O)C1CCN(CCCSc2ccc(C)cc2)CC1,0.7,-19,2,-38,-1.0,-3.6,-5.8,-0.8,5
Cc1nn(Cc2ccc(C(=O)Nc3ccccc3F)cc2)c(C)c1Cl,0.8,0,1,2,-0.3,-0.9,-0.2,-2.5,0
COc1ccc(C(=O)NN2C(=O)C3C4C=CC(O4)C3C2=O)cc1 (stereo unspecified),0.0,-1,-3,-10,3.2,-1.1,-1.0,-0.7,14

Compound activity deposited in PubChem BioAssay by several laboratories.
